GAA850 FXN act: increases GAA850 frataxin promoter reporter activity | 360,000 tested, 0.56% active | activation, % at 6 µM | HEK293 lucGAA850 FXN promoter luciferase reporter, 24 h; percent of 10 µM SAHA response;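 active = activation above the average of all compounds screened plus 3 SD, cutoff fixed separately per campaign, cut at about 7.5% in these data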;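 note: 0% = DMSO wells and 100% = 10 µM SAHA wells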
DAX1 inh-1: NR0B1 (DAX1) inhibition; AID 504766; 340,000 tested, 0.99% active; HEK293 Gal4-DAX1 luciferase reporter, luminescence; inhibition, % at 6.75 µM;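 active = inhibition above the mean over all tested compounds plus 3 SD, cut at about 4.2% in these data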;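 note: 0% = DAX1-transfected cells with DMSO and 100% = empty-vector control cells with DMSO; inhibition shows as a rise in luminescence from relieved DAX1 repression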
NR1D1 modulator: modulates human Rev-erb alpha binding to DNA; Rev-erbα–FITC-DNA binding, fluorescence polarization, 90 min; activity, % at 10 µM; 370,000 tested, 0.79% active; AID 1259318;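 active = activity above about 14%, limit read from the data; passing the limit was not always enough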;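 note: 0% = DMSO wells with 35 nM protein and 100% = DMSO wells with 750 nM protein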
ssDAF-12 act: S. stercoralis DAF-12 activation, primary screen; HEK293 ssDAF-12/GRIP1 lit1-tk-luc reporter, luminescence; % of 3 µM dafachronic acid response; activation, % at 6.8 µM; 370,000 tested, 1% active; AID 652126;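 active = activation above the mean over all tested compounds plus 3 SD, cut at about 0.9% in these data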;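 note: 0% = DMSO-only wells and 100% = 3 µM delta7-dafachronic acid wells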
SMARCA2 act: increases SMARCA2 function in MMTV reporter cells; MG213 cells, MMTV-luciferase reporter, dexamethasone, overnight; activation, % at 9.1 µM; 370,000 tested, 1% active; AID 652017; in the data active = activation above about 7.8%;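 note: 0% = vehicle wells and 100% = reference activator wells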
hcDAF12 agonist: activators of H. contortus DAF-12 nuclear receptor; activation, % at 6.8 µM; 370,000 tested, 1.4% active; AID 652067; HEK293 hcDAF-12 lit1-tk-luc reporter, luminescence; 0% DMSO, 100% Δ7-dafachronic acid;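 active = activation above the mean of all tested compounds plus 3 SD, cut at about 5.5% in these data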;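 note: 100% = response to 3 µM Δ7-dafachronic acid high control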
DAX1 inh-2: blocks DAX1 repression of SF-1 activated StAR promoter. AID 652010. 370,000 tested, 1.1% active. inhibition, % at 6.8 µM. HEK293T StAR-luciferase reporter, SF-1/DAX-1 repression relief;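 active = inhibition above the mean over all tested compounds plus 3 SD, cut at about 3.6% in these data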;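 note: 0% = DAX-1 cells with DMSO and 100% = cells lacking DAX-1 with DMSO; higher inhibition means more luminescence from relief of DAX-1 repression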
PG9 binder: binds the HIV-1 gp120 antibody PG9. inhibition, % at 6.7 µM. TR-FRET gp120-PG9 antibody binding. 360,000 tested, 0.43% active; in the data active = inhibition above about 8.5%
sPLA2-III inh: Inhibits HGIII-sPLA2 liposome hydrolysis, primary screen; Q9NZ20; QFRET BODIPY PC-A2 liposome hydrolysis, fluorescence; inhibition, % at 12.2 µM; 370,000 tested, 0.56% active;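 active = inhibition above mean plus 3 SD of compounds lying within the high and low control bounds, cut at about 19% in these data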;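 note: 0% = median of test compound wells and 100% = no enzyme DMSO wells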
PLCb3 inh: PLC-beta3 (human) inhibition, primary screen; Purified PLC-beta3, fluorogenic substrate, fluorescence; inhibition, % at 12.2 µM; 370,000 tested, 0.18% active; AID 720704; in the data active = inhibition above about 11%;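 note: 0% = median of compound wells on plate and 100% = full blocker control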
Target sequence (Q01970 whole entry, looked up): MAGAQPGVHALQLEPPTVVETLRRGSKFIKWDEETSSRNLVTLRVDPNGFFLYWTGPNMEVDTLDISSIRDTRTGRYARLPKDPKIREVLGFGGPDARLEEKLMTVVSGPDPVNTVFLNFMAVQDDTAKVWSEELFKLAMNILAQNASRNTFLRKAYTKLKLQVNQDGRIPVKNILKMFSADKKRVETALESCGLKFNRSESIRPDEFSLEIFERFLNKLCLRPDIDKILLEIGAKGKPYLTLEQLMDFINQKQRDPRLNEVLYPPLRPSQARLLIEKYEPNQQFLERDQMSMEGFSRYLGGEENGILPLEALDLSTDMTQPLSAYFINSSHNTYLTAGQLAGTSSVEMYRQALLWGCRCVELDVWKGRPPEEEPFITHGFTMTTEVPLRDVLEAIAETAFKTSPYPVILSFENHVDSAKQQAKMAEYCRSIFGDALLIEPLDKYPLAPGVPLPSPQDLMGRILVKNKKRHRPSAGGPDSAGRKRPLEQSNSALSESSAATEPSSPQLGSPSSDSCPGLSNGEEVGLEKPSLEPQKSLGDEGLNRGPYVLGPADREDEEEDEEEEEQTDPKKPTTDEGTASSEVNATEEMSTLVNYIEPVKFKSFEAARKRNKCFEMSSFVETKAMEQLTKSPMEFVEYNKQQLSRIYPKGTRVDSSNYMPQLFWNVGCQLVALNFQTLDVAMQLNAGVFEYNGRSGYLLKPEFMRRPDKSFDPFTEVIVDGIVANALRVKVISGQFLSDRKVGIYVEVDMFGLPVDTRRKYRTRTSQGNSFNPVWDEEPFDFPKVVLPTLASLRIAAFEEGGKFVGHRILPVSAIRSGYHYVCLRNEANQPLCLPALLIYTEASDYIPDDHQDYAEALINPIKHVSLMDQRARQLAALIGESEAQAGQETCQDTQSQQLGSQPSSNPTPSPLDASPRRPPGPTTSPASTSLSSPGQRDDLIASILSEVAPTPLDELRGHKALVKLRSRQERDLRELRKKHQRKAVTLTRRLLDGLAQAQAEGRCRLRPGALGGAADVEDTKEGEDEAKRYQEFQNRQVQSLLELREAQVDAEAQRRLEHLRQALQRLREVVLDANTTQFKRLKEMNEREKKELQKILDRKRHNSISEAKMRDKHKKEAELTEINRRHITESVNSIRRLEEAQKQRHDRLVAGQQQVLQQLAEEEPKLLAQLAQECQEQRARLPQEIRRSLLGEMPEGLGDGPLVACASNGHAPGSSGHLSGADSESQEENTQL
hgDAF-12 ag: hgDAF-12 agonism, primary luciferase screen. HEK293 GAL4-hgDAF12 UAS-luciferase reporter, agonist luminescence; normalized to butyrate control. activation, % at 6.8 µM. 370,000 tested, 1.8% active. AID 687014;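 active = activation above a cutoff set at the mean of all screened compounds plus 3 SD, cut at about 10% in these data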;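 note: 0% = DMSO wells and 100% = sodium butyrate wells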
* marks the source's active call; other numbers are inactive results; . = not tested or not shown.

Start of the listing, in advance:
SMILES	GAA850 FXN act	DAX1 inh-1	NR1D1 modulator	ssDAF-12 act	SMARCA2 act	hcDAF12 agonist	DAX1 inh-2	PG9 binder	sPLA2-III inh	PLCb3 inh	hgDAF-12 ag
COc1ccc(C2SCC(=O)N2c2ccccc2)cc1 (stereo not given)	1.6	1.8	-1	-1.4	-2	-2.3	0.3	0.8	5	-5	-2.8
CCC(=O)N1CCN(c2ccc(Cl)cc2NC(=S)NC(=O)c2ccco2)CC1	2.8	-0.2	0	-0.3	1	-0.7	0.5	2.1	3	-4	0.9
Cc1cc(NS(=O)(=O)c2ccc(Nc3nc(-c4ccc(O)cc4)cs3)cc2)no1	1.9	1.9	-1	-1.2	-2	-1.3	0.2	-5.4	-42	-9	1.8
COc1ccc(-n2ncc3c2CC(C)(C)CC3NC(=O)Cc2nonc2C)cc1 (stereo not given)	1.9	-0.4	4	-0.9	8.0*	-1.2	-0.2	-2.2	-9	-5	-1.6
CC(C)c1onc(C(=O)N2CCC(C(N)=O)CC2)c1[N+](=O)[O-]	0.6	2.9	-2	-1.4	-3	0.2	0.4	0.0	-1	-10	-2.9
CCC[C@@H](O)c1cc2cc(OC)c(OC)cc2c(=O)o1	1.9	-0.8	-4	-1.7	2	-1.4	0.4	-0.1	5	-10	1.6
CCOc1ccc(NC(=O)NCc2cccnc2)cc1	0.7	0.7	-4	-1.4	1	-1.0	0.2	-0.4	7	2	-0.2
CC1CCN(c2ccc3nnc(CCC(=O)Nc4ccc(F)c(F)c4)n3n2)CC1	1.3	0.5	28*	-1.4	2	-0.4	-0.2	-1.8	2	-2	-1.5
O=S1(=O)C=C(SCc2ccccc2)Nc2ccccc21	-1.0	-0.3	-1	-1.6	-2	-2.7	-1.0	-1.2	-9	1	-0.7
CC(Cc1ccco1)NC(=O)c1ccc(C(F)(F)F)cc1 (stereo not given)	4.8	-0.7	-2	1.0*	3	5.0	2.0	0.9	-2	2	14*
COc1ccccc1Oc1ccc(NC(=O)Cc2ccccc2)cc1	1.5	.	0	-0.8	2	-1.0	0.8	0.7	-19	-4	2.5

The whole of this part, from the start:
SMILES	GAA850 FXN act	DAX1 inh-1	NR1D1 modulator	ssDAF-12 act	SMARCA2 act	hcDAF12 agonist	DAX1 inh-2	PG9 binder	sPLA2-III inh	PLCb3 inh	hgDAF-12 ag
COc1ccc(C2SCC(=O)N2c2ccccc2)cc1 (stereo not given)	1.6	1.8	-1	-1.4	-2	-2.3	0.3	0.8	5	-5	-2.8
CCC(=O)N1CCN(c2ccc(Cl)cc2NC(=S)NC(=O)c2ccco2)CC1	2.8	-0.2	0	-0.3	1	-0.7	0.5	2.1	3	-4	0.9
Cc1cc(NS(=O)(=O)c2ccc(Nc3nc(-c4ccc(O)cc4)cs3)cc2)no1	1.9	1.9	-1	-1.2	-2	-1.3	0.2	-5.4	-42	-9	1.8
COc1ccc(-n2ncc3c2CC(C)(C)CC3NC(=O)Cc2nonc2C)cc1 (stereo not given)	1.9	-0.4	4	-0.9	8.0*	-1.2	-0.2	-2.2	-9	-5	-1.6
CC(C)c1onc(C(=O)N2CCC(C(N)=O)CC2)c1[N+](=O)[O-]	0.6	2.9	-2	-1.4	-3	0.2	0.4	0.0	-1	-10	-2.9
CCC[C@@H](O)c1cc2cc(OC)c(OC)cc2c(=O)o1	1.9	-0.8	-4	-1.7	2	-1.4	0.4	-0.1	5	-10	1.6
CCOc1ccc(NC(=O)NCc2cccnc2)cc1	0.7	0.7	-4	-1.4	1	-1.0	0.2	-0.4	7	2	-0.2
CC1CCN(c2ccc3nnc(CCC(=O)Nc4ccc(F)c(F)c4)n3n2)CC1	1.3	0.5	28*	-1.4	2	-0.4	-0.2	-1.8	2	-2	-1.5
O=S1(=O)C=C(SCc2ccccc2)Nc2ccccc21	-1.0	-0.3	-1	-1.6	-2	-2.7	-1.0	-1.2	-9	1	-0.7
CC(Cc1ccco1)NC(=O)c1ccc(C(F)(F)F)cc1 (stereo not given)	4.8	-0.7	-2	1.0*	3	5.0	2.0	0.9	-2	2	14*
COc1ccccc1Oc1ccc(NC(=O)Cc2ccccc2)cc1	1.5	.	0	-0.8	2	-1.0	0.8	0.7	-19	-4	2.5
COc1cccc(-c2nnc(SCC(=O)OC(C)C)n2Cc2ccco2)c1	2.5	-0.6	1	-1.2	0	-2.0	0.1	-0.1	9	1	-0.6
O=C(CCNS(=O)(=O)c1cccc2nsnc12)N1CC(=O)N(CCc2ccccc2)C(=O)C1	-2.1	1.1	2	-1.6	4	0.2	0.3	-1.2	-9	1	3.1
COC(=O)c1ccc(COC(=O)c2ccc(-n3cnnn3)cc2)o1	1.6	-0.3	4	-1.1	-2	-1.3	-0.4	-3.2	-5	2	-0.3
CC[C@@H](CCC1CCCCC1)CN(c1ccccc1)S(C)(=O)=O	.	.	7	-1.2	-2	-1.6	-1.3	.	-2	1	0.6
CC(C)CC(=O)Nc1ccc([N+](=O)[O-])cc1Cl	0.3	4.3*	0	-0.9	-1	-0.9	0.7	-1.0	5	4	0.6
COc1ccccc1/C=C/C(=O)OCC(=O)NC1CCCCCCC1	1.2	-0.5	3	-1.4	-2	-0.1	-1.6	-0.4	-6	-53	0.0
COc1ccccc1N1CCN(C(=O)c2cccc(S(=O)(=O)NCc3cccnc3)c2)CC1	0.9	-0.7	1	-1.6	-5	-1.4	0.3	-0.4	-3	-3	-1.1
CCn1c(=O)cc(SCC(=O)NCCC2=CCCCC2)c2ccccc21	0.3	0.5	-1	-1.7	4	-0.8	-0.1	-0.9	-6	-1	-0.7
COc1nccnc1NS(=O)(=O)c1ccc(NC(=S)NC(=O)c2cccc(F)c2)cc1	1.4	0.0	5	-1.8	0	0.9	0.4	-1.6	-2	4	-2.9
Nc1ccccc1Sc1cc(Cl)nnc1Cl	-0.6	-0.1	-4	-1.3	-2	0.5	-0.5	-1.0	-3	-143	-0.6
O=c1c2ccccc2nc2n1CCCN2	-0.8	-0.2	0	-1.1	0	-1.0	0.3	-1.0	2	-68	6.0
O=C(NCCN1C(=O)S/C(=C\c2ccc(Cl)c([N+](=O)[O-])c2)C1=O)C1=COCCO1	2.9	1.5	2	-1.1	3	-1.0	0.2	-0.3	-17	3	1.1
COc1cc(OC)cc(C(=O)OCC(=O)c2ccc(S(=O)(=O)N3CCCCC3)cc2)c1	-0.4	-0.1	-10	-1.2	-2	-0.2	-1.1	0.8	-3	-2	5.2
COc1ccc(C(c2nnnn2Cc2cccs2)N2CCN(c3ccccc3)CC2)cc1OC (stereo not given)	-0.6	-0.9	5	-1.6	-1	-1.7	-0.8	-0.3	-1	4	-2.3
COc1ccc(C(C(=O)NC2CCCCC2)N(C(=O)c2ccccn2)c2cccnc2)cc1 (stereo not given)	-0.1	0.5	-9	-0.4	-3	0.7	0.2	-0.8	1	-3	-1.6
Cc1ccnc(NC(=O)COC(=O)c2ccc(F)cc2F)n1	0.7	0.7	3	-1.5	5	-0.7	0.3	0.1	0	-17	-0.5
CC(C)C(C(=O)NC1=NCCS1)c1ccc(Cl)cc1 (stereo not given)	-0.5	-0.9	5	-1.6	-4	-0.8	-0.6	0.0	-5	-4	-2.3
COc1cc2c(cc1OC)CN(C(=O)c1cc(=O)c3ccccc3o1)CC2	-3.0	-2.3	-5	-1.5	0	-2.0	-1.6	-1.3	-3	-3	3.5
O=C(c1cc(S(=O)(=O)N2CCOCC2)c(Cl)cc1Cl)N1CCN(S(=O)(=O)c2cccc(F)c2)CC1	2.4	-1.9	1	0.2	-3	-1.9	-0.4	-0.2	13	3	-1.7
C=CCOc1c(Br)cc(CNn2nnnc2N)cc1OC	-3.5	-0.1	0	-1.3	-1	-2.1	0.6	-0.9	-1	4	-0.9
O=C(Cn1nnc2ccccc2c1=O)Nc1ccc(S(=O)(=O)N2CCOCC2)cc1	0.2	-1.4	-9	-1.8	4	-1.5	-0.3	1.6	-10	-10	2.5
Cc1cccc(COc2coc(CN3CCN(C(=O)c4ccco4)CC3)cc2=O)c1	0.9	-0.3	-5	-0.9	2	-0.7	0.5	2.1	4	-1	1.1
O=C1NC[C@H](CCCCN2CCN(Cc3ccccc3)C(=O)C2=O)N(CCc2ccc(O)cc2)C1=O	.	.	-1	-0.5	2	-2.1	-0.4	-0.5	0	2	-1.9
CCN1CCN(C(=O)CN(c2ccc(C)cc2)S(C)(=O)=O)CC1	3.0	-1.7	-4	-1.2	-7	-2.9	0.4	0.9	12	5	1.8
CC(C)[C@H](NC(=O)OCc1ccccc1)C(=O)OCc1ccccc1	0.1	0.1	-4	-0.5	2	1.9	0.5	-3.8	-4	-3	-1.7
COc1ccc(C2c3ccc(O)cc3Oc3ncn4nc(-c5ccncc5)nc4c32)cc1OC (stereo not given)	5.5	-1.5	2	-0.8	0	-1.0	0.6	-1.2	0	-8	-3.5
CCc1ccc(NC(=O)C(C)OC(=O)c2ccc(N3CCCC3)c([N+](=O)[O-])c2)cc1 (stereo not given)	2.0	-0.8	0	-1.2	0	-1.1	-0.5	-1.5	-5	-4	-1.7
O=C(COC(=O)c1ccc(-n2cnnn2)cc1)Nc1cc(Cl)ccc1F	1.7	0.5	-7	-1.2	0	0.7	0.7	1.1	1	-9	1.6
Cc1ccc(C)c(NC(=O)CN2C(=O)CNC2=O)c1	0.5	0.3	1	-1.3	1	0.0	-0.8	0.9	6	-5	-2.8
Cc1ccc(S(=O)(=O)CCC(=O)NCCN2C(=O)S/C(=C\c3ccccc3)C2=O)cc1	2.9	-1.5	4	-1.6	5	-0.9	-0.1	0.8	-15	0	5.8
O=C(O)c1cccc(S(=O)(=O)N2CCSCC2)c1	0.3	-0.3	2	-0.5	-1	-1.3	0.7	1.4	0	0	-1.6
CCN(CC)C(=O)CSc1nc(-c2ccco2)cc(C(F)(F)F)c1C#N	-1.5	0.5	-7	-1.4	5	-1.3	0.2	-1.1	4	-10	3.5
Cc1nc2ccc(S(=O)(=O)NCC(=O)N3CCN(c4ccccc4)CC3)cc2s1	-2.7	-1.5	-6	-2.2	-2	-1.9	-0.8	0.2	-3	4	-0.2
NC(=O)C1CCN(C(=O)CN(c2ccc3c(c2)OCCO3)S(=O)(=O)c2ccccc2)CC1	0.6	2.6	-5	-0.9	0	-0.5	-0.3	0.3	2	-7	-0.2
CCn1c(SCc2nc3cc(OC)c(OC)cc3c(=O)[nH]2)nc2ccccc21	-0.7	-0.2	-5	-1.9	0	-1.7	-0.8	0.3	-5	-11	-2.4
CC(C)N1CCCC(C)(C(=O)Nc2ccccc2)C1 (stereo not given)	2.2	.	-3	-0.2	2	4.8	2.0	0.8	4	4	-0.5
CCC(=O)Nc1ccc(-n2nnnc2SCC(=O)NNC(=O)c2ccco2)cc1	.	.	-3	-1.4	-2	-0.3	-0.3	0.4	-3	-5	-1.3
